M1 ag parental = counter-screen for M1 agonists: effect in parental CHO-K1 cells | Fluo-8 calcium fluorescence; scaled to maximal ATP response, vehicle zero | activation, % at 3 µM | hit rate 0.48% among 360,000 | AID 602248; in the data active means activation above about 15%;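 further: untransfected CHO-K1 host cells lacking M1 receptor as counterscreen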
TAAR1 agonist = human TAAR1 agonism; CHO RD-HGA16 TAAR1, Fluo-8 calcium fluorescence; vehicle wells 0%, saturating PEA agonist 100%; activation, % at 3 µM; hit rate 0.99% among 360,000;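 active means activation above the mean activation of all test compounds in the run plus 3 SD, cut at about 38% in these data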
Target sequence (Q96RJ0 whole entry, looked up): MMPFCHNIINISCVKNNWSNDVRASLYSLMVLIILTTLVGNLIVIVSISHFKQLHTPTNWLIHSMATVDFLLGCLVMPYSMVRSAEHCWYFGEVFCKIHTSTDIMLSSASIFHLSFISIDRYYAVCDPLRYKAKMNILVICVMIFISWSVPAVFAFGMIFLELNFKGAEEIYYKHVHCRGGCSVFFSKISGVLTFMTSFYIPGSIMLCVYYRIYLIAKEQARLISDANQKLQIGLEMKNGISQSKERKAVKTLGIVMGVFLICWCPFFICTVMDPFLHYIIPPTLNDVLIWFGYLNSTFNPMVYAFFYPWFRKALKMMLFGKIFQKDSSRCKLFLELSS
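Benchmarks: low control DMSO, high control PEA (EC100); System: CHO RD-HGA16 cells carrying human TAAR1 plus Gα16; Detection: Fluo-8 fluorescence, 5 s baseline then 140 s kinetic read; Schedule: 17-24 h plating, Fluo-8 75 min 37 °C, 30 min RT; Read-out basis: % activation from peak over basal fluorescence ratio, DMSO-to-PEA scaled.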
OXTR potentiate = potentiates the human oxytocin receptor response; AID 2445; CHO-OTR cells, Fluo-8 calcium fluorescence, potentiator mode; 0% = oxytocin EC15, 100% = EC100; activation, % at 3 µM; P30559; hit rate 0.061% among 320,000;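 active means activation above that plate's cutoff, the mean activation of tested compounds plus 3 SD, cut at about 6.6% in these data, passing the limit was not always enough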;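 further: 100% uses oxytocin at 75 nM as the full agonist control; some results filed as inactive read as strong as hits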
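Material: human OTR in CHO cells. Compound: 3.0 µM, one dose. Timing: compound 6 min at room temperature before oxytocin, 100 s read. Evaluation: % activation of max/min ratio relative to oxytocin controls. Replication: single well per compound, singlicate. Signal: Fluo-8 calcium dye fluorescence.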
CHO-K1 Ca antag = nonselective inhibitor or artifact in parental CHO-K1 cells; inhibition, % at 3 µM; hit rate 0.6% among 360,000; ATP-induced calcium, Fluo-8 fluorescence;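 active means inhibition above a per-plate cutoff, the plate's mean sample inhibition plus 3 SD, cut at about 24% in these data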;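 further: 0% = DMSO plus EC80 ATP and 100% = DMSO alone without ATP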
TAAR1 antagonist = human TAAR1 antagonism | inhibition, % at 3 µM | hit rate 1.5% among 360,000 | CHO RD-HGA16 TAAR1, Fluo-8 calcium fluorescence, antagonist;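 active means inhibition above a per-plate cutoff, the mean inhibition of test compounds on that plate plus 3 SD, cut at about 49% in these data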;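 further: 0% = DMSO plus EC80 beta-PEA response and 100% = DMSO alone without agonist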
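Material: CHO RD-HGA16 cells bearing hTAAR1; compound dosing: one-point dosing, 3 µM nominal final; schedule: dye loading 75 min at 37 °C, then 30 min room temperature; measured by: calcium fluorescence with Fluo-8; control set: vehicle and agonist controls; replication: n of 1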
M1 ag = human M1 muscarinic receptor agonism; P11229; CHO-K1 hM1, Fluo-8 calcium fluorescence, agonist mode; 0% DMSO, 100% acetylcholine EC100; activation, % at 3 µM; hit rate 0.33% among 360,000; AID 588814;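 active means activation above the run's mean compound activation plus 3 SD, cut at about 16% in these data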;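 further: peak over basal fluorescence ratio within a 140 s kinetic read after compound addition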
Target sequence (P11229 whole entry, looked up): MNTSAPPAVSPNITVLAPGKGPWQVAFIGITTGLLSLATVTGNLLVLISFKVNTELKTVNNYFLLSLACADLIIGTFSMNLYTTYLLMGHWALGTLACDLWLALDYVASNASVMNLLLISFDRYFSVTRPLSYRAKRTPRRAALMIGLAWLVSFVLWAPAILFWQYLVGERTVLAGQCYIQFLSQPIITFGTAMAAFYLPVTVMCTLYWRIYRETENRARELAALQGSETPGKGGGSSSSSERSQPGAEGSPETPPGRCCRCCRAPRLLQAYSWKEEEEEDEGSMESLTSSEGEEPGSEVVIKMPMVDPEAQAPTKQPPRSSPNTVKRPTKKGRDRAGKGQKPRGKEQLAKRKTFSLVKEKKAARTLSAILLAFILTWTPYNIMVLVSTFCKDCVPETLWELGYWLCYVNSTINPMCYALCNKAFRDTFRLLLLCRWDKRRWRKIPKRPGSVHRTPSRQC
M1 antag = blocks human M1 muscarinic receptor. P11229. CHO-K1 hM1, Fluo-8 calcium fluorescence, ACh EC80 antagonist. inhibition, % at 3 µM. hit rate 1.3% among 360,000;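 active means percent inhibition above its own plate's cutoff, namely the mean of that plate's compound wells plus 3 SD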;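 further: peak over basal fluorescence ratio during 140 s after agonist addition; 0% = ACh EC80 plus DMSO and 100% = DMSO alone without agonist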
CHO parental Ca = counter-screen: ATP calcium response change in parental CHO cells; parental CHO-K1, ATP-induced calcium, Fluo-8 fluorescence; inhibition, % at 5.6 µM; hit rate 0.63% among 330,000; AID 463079;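 active means inhibition above that plate's mean sample inhibition plus 3 SD, cut at about 26% in these data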;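 further: 0% = ATP-challenged DMSO wells and 100% = DMSO wells without ATP; some compounds past the cut are filed as inactive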
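Material – parental CHO cells · Reagent – ATP stimulus · Compound – single nominal dose of 5.6 µM per compound · Detection – Fluo-8 fluorescence · Read-out basis – percent inhibition of calcium signal · Controls – ATP-challenged DMSO wells low, unchallenged DMSO wells high · Repeats – no replicates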
M1 PAM parental = nonselective activator or artifact in parental CHO-K1 calcium assay; ATP EC20, Fluo-8 calcium fluorescence; 0% at ATP EC20, 100% at ATP max; activation, % at 3 µM; hit rate 0.02% among 360,000; AID 602247;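 active means activation above the run cutoff, the mean activation of all test compounds plus 3 SD, cut at about 40% in these data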;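 further: peak over basal fluorescence ratio in a 140 s read after ATP addition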
* marks the source's active call; other numbers are inactive results; . = not tested or not shown. This is a random part of the collection. Share with any hit: about 4.2%.

SMILES	M1 ag parental	TAAR1 agonist	OXTR potentiate	CHO-K1 Ca antag	TAAR1 antagonist	M1 ag	M1 antag	CHO parental Ca	M1 PAM parental
Cc1ccc(/C=C/C(=O)O)cc1S(=O)(=O)Nc1ccc(C(=O)O)cc1	0.8	0	-1	-11	-12	-2	-2	0	17
CCN1C(=O)[C@H]2[C@@H](c3ccc(SC4CCCCC4)cc3)N[C@@](CC(C)C)(C(=O)OC)[C@H]2C1=O	0.4	10	0	-12	3	-2	-10	-24	10
CCOC(=O)c1ccc(-n2c(CN3CCC(C(N)=O)CC3)nc3ccc([N+](=O)[O-])cc3c2=O)cc1	0.9	2	-5	-18	1	-7	-4	-7	18
Cc1c(NC(=O)CSc2ccc3ccccc3n2)c(=O)n(-c2ccccc2)n1C	-0.4	-1	-6	-13	-8	-6	14	-8	12
COCCNCCCOc1ccc(C(C)(C)c2ccccc2)cc1	0.1	24	-2	-6	-21	-6	10	-13	16
CCNC(=O)CN1C(=O)NC2(CCCc3cc(OC)ccc32)C1=O (stereo not given)	0.1	12	-15	-14	-11	-2	3	-5	10
CC(C)C1C(=O)N(Cc2cn(Cc3ccco3)nn2)CCS(=O)(=O)N1Cc1ccc(-c2ccc(Cl)c(Cl)c2)cc1 (stereo not given)	0.6	2	.	3	-26	0	2	.	8
Cc1cccc2cc3cccc(C)c3nc12	0.9	5	-6	-15	-5	-4	-4	-5	10
C=CCOc1ccccc1CN1CCN(CCc2ccccc2)C(CCO)C1 (stereo not given)	0.4	2	-7	4	-19	-10	13	-27	-1
CN(C)Cc1c(O)ccc2c(=O)c(-c3ccc(Cl)cc3)coc12	0.6	0	-4	-12	6	-10	-6	-7	3
CCCc1cc(-c2n[nH]c(=S)n2-c2cccc(C)c2)cs1	3.5	0	-6	18	0	-6	9	-19	-13
O=C(c1ccc(C(F)(F)F)cc1)N1CCC(=O)N([C@H](COCc2ccc(C(F)(F)F)cc2)Cc2ccccc2)CC1	1.7	0	.	-21	-18	.	.	.	22
CCOC(=O)Cc1ccc(Nc2nc3cc(-c4ccccc4C)sc3c(=O)n2C)cc1	-0.2	4	.	-5	2	-1	-29	.	18
CC(=O)N1c2ccc(S(=O)(=O)N3CCCC(C(=O)Nc4ccc(C)cc4C)C3)cc2CC1C (stereo not given)	1.9	2	-6	-6	3	-4	-10	2	16
CCOC(=O)c1csc(NC(=O)CCS(=O)(=O)c2ccc(Cl)cc2)n1	0.6	8	.	10	0	2	-11	.	-10
CC/C(=N\NC(=O)c1nnn(-c2nonc2N)c1-c1ccc2c(c1)OCO2)c1ccccc1	7.4	12	-8	-16	10	3	-6	-5	17
C=CCNC(=O)c1onc(CSc2cccc(OC)c2)c1C(=O)O	0.9	10	-7	-14	-5	-2	-4	9	9
CCCCCN(C(=O)CCC(=O)OCC(=O)N(C)Cc1ccccc1C)c1c(N)n(CCCC)c(=O)[nH]c1=O	0.3	3	-10	0	-8	-4	-13	-20	-3
O=C(Oc1ccccc1N1C(=O)C2CCCCC2C1=O)c1ccccc1 (stereo not given)	0.6	12	-1	9	4	-2	-5	14	-7
CCCCC(=O)NC(Nc1cc(C)ccn1)(C(=O)OCC)C(F)(F)F (stereo not given)	-0.1	1	0	-21	-13	-2	-11	-10	23
CNC(=O)CN1C(=O)C2C3C=CC(C3)C2C1=O (stereo not given)	0.4	4	-6	0	-2	-3	-3	-6	14
O=S1(=O)N[C@@H](Cc2ccccc2)COc2cccc(N3CCSCC3)c21	4.0	3	.	-13	19	.	.	.	25
COc1ccccc1C(C)NC(=O)CCOc1cccc(C)c1 (stereo not given)	0.4	3	-18	14	-18	-1	4	-9	-10
CC1CCCC(C)N1/N=C/c1ccccc1Br (stereo not given)	0.0	0	-19	11	-7	1	-6	-6	-10
CC1(C(=O)Nc2ccc3c(c2)OCO3)CCN1C(=O)c1ccccc1 (stereo not given)	0.6	0	.	-2	-8	-1	-6	.	16
O=C(CSCc1ccco1)N1CCc2ccccc21	-0.6	.	1	-7	.	-5	-8	-8	-8
COCc1ccc(CN2CCCC(C(=O)Nc3ccc(-c4cscn4)cc3)C2)o1 (stereo not given)	2.3	3	-8	-18	-1	-4	-1	-15	18
CC(=O)Oc1cc(C(=O)OCC(=O)NC23CC4CC(CC(C4)C2)C3)cc(OC(C)=O)c1OC(C)=O	0.4	5	.	-13	-13	0	-10	.	11
Nc1ccccc1Sc1cc(Cl)nnc1Cl	0.8	0	-14	-14	-14	-8	-3	-9	-2
O=C(O)c1nccnc1C(=O)Nc1ccc(S(=O)(=O)N2CCOCC2)cc1	0.9	5	-3	-11	-19	-3	-14	7	23
Cc1cccc(N2CCN(S(=O)(=O)c3ccc4c(c3)NC(=O)CO4)CC2)c1C	3.7	0	-10	-15	5	-2	5	-9	8
Cn1c(NC(=O)c2cccnc2)nc2ccccc21	0.3	-2	-1	-12	-4	-2	-4	-8	18
Cc1c(NC(=O)/C(C#N)=C/c2ccc(-c3ccc(Cl)cc3)o2)c(=O)n(-c2ccccc2)n1C	2.9	2	-2	-4	26	-8	-9	-26	8
O=C(O)[C@H](Cc1ccccc1)NC(=O)N1CCC(Cc2ccccc2)CC1	0.4	8	0	-6	-12	-1	-6	-9	9
Cc1ccc(N(CC(=O)NC2CCCC2)C(=O)c2nsc(Cl)c2Cl)cc1	-0.5	-2	-5	-13	8	-1	-13	-8	1
CC1CC(C)CN(C(=O)CCS(=O)(=O)c2ccc3c(c2)NC(=O)CS3)C1 (stereo not given)	4.1	3	-10	-14	-20	-1	-14	-14	18
CCCC(=O)NCCSC	2.3	1	0	-1	-3	-2	-7	-5	18
CC1CCN(c2nnc(NC(=O)Cn3c(=O)oc4ccccc43)s2)CC1	0.9	2	-5	-3	0	1	-10	-5	21
Cc1cccc(NC(=O)CNC(=O)N2CC(=O)Nc3ccccc32)c1C	-0.1	0	-6	11	-8	7	-11	-2	-15
CC(C)(C)NC(=O)C(c1ccccc1)N(Cc1cccs1)C(=O)c1csnn1 (stereo not given)	5.2	0	-5	-4	5	-4	-7	-9	16

Looked up by compound from the entries so far, 2 records:
SMILES	M1 ag parental	TAAR1 agonist	OXTR potentiate	CHO-K1 Ca antag	TAAR1 antagonist	M1 ag	M1 antag	CHO parental Ca	M1 PAM parental
O=C(CSCc1ccco1)N1CCc2ccccc21	-0.6	.	1	-7	.	-5	-8	-8	-8
Cc1cccc(NC(=O)CNC(=O)N2CC(=O)Nc3ccccc32)c1C	-0.1	0	-6	11	-8	7	-11	-2	-15

(next part)
SMILES	M1 ag parental	TAAR1 agonist	OXTR potentiate	CHO-K1 Ca antag	TAAR1 antagonist	M1 ag	M1 antag	CHO parental Ca	M1 PAM parental
O=C(c1nnsc1S(=O)(=O)c1ccc(Cl)cc1)N1CCOCC1	1.4	3	.	4	-15	-10	-7	.	9
COC(=O)[C@@]1(Cc2ccccc2)[C@H]2C(=O)N(C)C(=O)[C@H]2[C@H]2CN=C(SC)N21	0.5	0	.	-11	-11	0	-6	-9	8
CC(=O)c1cccc(NC(=O)c2ccc3c(c2)CCCC3)c1	1.6	-2	-1	8	10	-4	1	-19	-20
COc1cc(CO)ccc1Oc1nc2ccccc2n2cnnc12	0.8	3	-10	3	-2	-4	-4	-7	13
Cc1cc(S(=O)(=O)N2CCC3(CC2)OCCN3S(=O)(=O)c2cccs2)ccc1F	2.9	4	-14	-2	-11	-1	-5	0	11
COc1ccc(OCCN2CCN(S(=O)(=O)c3ccccc3C(F)(F)F)CC2)cc1	4.0	1	-7	-12	16	-1	-10	-2	-5
CCOC(=O)C(C)/C(C)=N\Nc1ccc([N+](=O)[O-])cc1[N+](=O)[O-] (stereo not given)	13	4	-12	13	14	-2	23	17	-2
CCCc1cc(=O)oc2cc(OC(C)C(=O)NCc3ccccn3)c(Cl)cc12 (stereo not given)	1.7	2	-4	-10	-14	-4	5	-33	17
Cc1cccc(NC(=O)CN2CCSc3ccccc32)c1	0.1	8	0	-3	-1	0	-3	-3	-4
CCc1noc(C)c1C(=O)Nc1cc(S(=O)(=O)N2CCCCC2)ccc1N(C)C	-0.4	-3	-4	-9	-6	-2	-30	-16	6
Cc1cc(=O)oc2cc(OCC(=O)NC(Cc3c[nH]c4ccc(O)cc34)C(=O)O)c(Cl)cc12 (stereo not given)	4.2	0	-3	-1	-22	0	0	-5	-1
CCn1c(SCC(=O)NCC2CCCO2)nc2c([nH]c3ccccc32)c1=O (stereo not given)	1.2	1	-10	-3	-15	-5	-11	-21	-7
Cc1cccc(NC(=O)/C(C#N)=C/c2ccccc2O)n1	0.3	-1	.	-4	-6	-4	-2	.	27
COc1cccc(NC(=O)COC(=O)CC2CC3CCC2C3)c1 (stereo not given)	2.4	1	-2	-9	-21	1	-12	-7	0
CCOC(=O)C1CCN(C(=O)Nc2ccc(OC)c(OC)c2)CC1	0.1	3	-2	-8	-8	0	4	-4	9

Record cards, as listed above.
`Cc1cc(S(=O)(=O)N2CCC3(CC2)OCCN3S(=O)(=O)c2cccs2)ccc1F` as listed: M1 ag parental = 2.9; TAAR1 agonist = 4; OXTR potentiate = -14; CHO-K1 Ca antag = -2; TAAR1 antagonist = -11; M1 ag = -1; M1 antag = -5; CHO parental Ca = 0; M1 PAM parental = 11
`CCOC(=O)C(C)/C(C)=N\Nc1ccc([N+](=O)[O-])cc1[N+](=O)[O-]` (stereo not given) as listed: M1 ag parental = 13; TAAR1 agonist = 4; OXTR potentiate = -12; CHO-K1 Ca antag = 13; TAAR1 antagonist = 14; M1 ag = -2; M1 antag = 23; CHO parental Ca = 17; M1 PAM parental = -2

Some of these compounds in order of the OXTR potentiate value, low to high.
| mol | OXTR potentiate |
| --- | --- |
| CCc1noc(C)c1C(=O)Nc1cc(S(=O)(=O)N2CCCCC2)ccc1N(C)C | -4 |
| Cc1cc(=O)oc2cc(OCC(=O)NC(Cc3c[nH]c4ccc(O)cc34)C(=O)O)c(Cl)cc12 (stereo not given) | -3 |
| Cc1cccc(NC(=O)CN2CCSc3ccccc32)c1 | 0 |
